High-throughput results: PubChem, Sanford-Burnham Center for Chemical Genomics
SENP6 inh: SENP6 protease inhibitors, primary screen, biochemical, luminescence, uHTS; Sentrin-specific protease 6 (Homo sapiens), Q9GZR1; Recombinant SENP6 catalytic domain, aminoluciferin luminescence; inhibition, % at 10 µM; actives 1.8% (n = 330,000); AID 2599, 2010;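 active = inhibition above about 50% at the single tested dose, limit read from the data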;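 note: plate controls were DMSO wells with enzyme for no effect and DMSO wells lacking enzyme for full effect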
GRIN3A LBD mod: binders of NR3A ligand-binding domain, primary screen, biophysical, differential scanning fluorimetry, uHTS; Glutamate receptor ionotropic, NMDA 3A (GRIN3A) ligand-binding domain; NR3A LBD differential scanning fluorimetry, Tm shift; 0% = protein alone, 100% = glycine-bound protein; AID 1259313, 2017; actives 2.5% (n = 340,000); Tm shift relative to glycine control, % at 25 µM;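 active = melting temperature shift of at least 10% of the positive control shift, at one fixed dose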
HKDC1 inhibitor: HKDC1 hexokinase inhibitors, primary screen, biochemical, fluorescence, uHTS | Q2TB90 | recombinant HKDC1, G6PDH/diaphorase resazurin coupled fluorescence | inhibition, % at 20 µM | actives 0.16% (n = 340,000) | AID 493160, 2011;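 active = inhibition above about 35% when tested at 20 µM, limit read from the data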;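 note: plate controls were DMSO wells with enzyme for no effect and DMSO wells lacking enzyme for full effect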
Target sequence (Q2TB90 whole entry, looked up): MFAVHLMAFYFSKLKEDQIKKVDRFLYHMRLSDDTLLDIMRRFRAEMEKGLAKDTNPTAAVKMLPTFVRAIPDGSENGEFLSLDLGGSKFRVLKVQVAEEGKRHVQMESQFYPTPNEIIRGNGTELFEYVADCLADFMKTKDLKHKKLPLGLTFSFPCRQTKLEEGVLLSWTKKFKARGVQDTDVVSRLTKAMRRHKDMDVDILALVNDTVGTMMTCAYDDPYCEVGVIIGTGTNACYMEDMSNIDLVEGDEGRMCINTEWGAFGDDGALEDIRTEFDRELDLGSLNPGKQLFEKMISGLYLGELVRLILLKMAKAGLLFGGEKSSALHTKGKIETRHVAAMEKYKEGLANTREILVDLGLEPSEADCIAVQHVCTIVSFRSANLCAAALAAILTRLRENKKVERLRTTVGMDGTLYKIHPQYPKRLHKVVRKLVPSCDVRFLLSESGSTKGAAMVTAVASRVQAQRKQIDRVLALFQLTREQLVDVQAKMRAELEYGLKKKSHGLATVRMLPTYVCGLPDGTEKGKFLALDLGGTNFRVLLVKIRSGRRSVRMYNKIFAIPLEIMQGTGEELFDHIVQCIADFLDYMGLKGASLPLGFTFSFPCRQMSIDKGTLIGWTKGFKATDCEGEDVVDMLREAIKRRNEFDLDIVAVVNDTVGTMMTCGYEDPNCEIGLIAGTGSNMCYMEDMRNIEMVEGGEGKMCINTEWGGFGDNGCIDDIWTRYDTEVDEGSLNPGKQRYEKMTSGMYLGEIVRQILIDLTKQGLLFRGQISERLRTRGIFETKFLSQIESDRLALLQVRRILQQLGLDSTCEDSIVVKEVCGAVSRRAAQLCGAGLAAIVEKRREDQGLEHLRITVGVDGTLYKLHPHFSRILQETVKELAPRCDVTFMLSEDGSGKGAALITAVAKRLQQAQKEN
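Incubation: 90 min at room temperature in dark / Material: recombinant HKDC1 (HK5) hexokinase enzyme, produced in-house / Quantity: enzyme 5 µg/mL final / Compound: one dose of 20 µM, 1% DMSO / Reagent: glucose and ATP substrates / Buffer or medium: Tris pH 8.0 buffer with MgCl2, Tween-20, BSA, BME / Technique: resorufin fluorescence at 613 nm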
SENP7 block: SENP7 protease inhibitors, primary screen, biochemical, luminescence, uHTS | inhibition, % at 5 µM | Sentrin-specific protease 7 (Homo sapiens), Q9BQF6 | recombinant SENP7, Z-RLRGG-aminoluciferin luminescence, 40 min | actives 1.5% (n = 330,000);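 active = inhibition above about 50% at the single test dose, limit read from the data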;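 note: plate controls were DMSO with enzyme for no effect and no enzyme buffer wells for full effect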
PfG6PD inh: PfG6PD enzyme inhibitors, primary screen, biochemical, fluorescence intensity, uHTS; inhibition, % at 20 µM; PfGluPho enzyme, NADPH resazurin-diaphorase fluorescence; actives 0.78% (n = 350,000);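 active = inhibition reaching at least a set limit at 20 µM in the primary screen, cut at about 59% in these data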;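 note: 0% = DMSO wells with substrate and 100% = DMSO wells lacking glucose-6-phosphate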
SENP8 block: human SENP8 protease inhibitors, primary screen, biochemical, fluorescence, Nedd8 protein substrate, uHTS. Sentrin-specific protease 8 (Homo sapiens), Q96LD8. recombinant SENP8. inhibition, % at 20 µM. actives 0.64% (n = 360,000); in the data active = inhibition mostly above about 40%, no sharp cut-off; inactive = mostly below about 27%
Target sequence (Q96LD8 whole entry, looked up): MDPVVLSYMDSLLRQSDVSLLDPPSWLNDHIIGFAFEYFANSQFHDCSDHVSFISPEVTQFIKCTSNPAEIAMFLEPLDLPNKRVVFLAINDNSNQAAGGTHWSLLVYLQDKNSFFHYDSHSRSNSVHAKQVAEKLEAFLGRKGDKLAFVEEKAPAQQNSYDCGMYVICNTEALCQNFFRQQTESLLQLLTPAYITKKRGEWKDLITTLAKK
ATG4B inhibitor: ATG4B protease inhibitors, primary screen, biochemical, fluorescence, uHTS. inhibition, % at 8.33 µM. Cysteine protease ATG4B (Homo sapiens), Q9Y4P1. AID 504462, 2011. actives 0.51% (n = 340,000). ATG4B cleavage of LC3-PLA2, NBD-HPC fluorescence, 1 h; in the data active = inhibition above about 40%
MPTP block: mitochondrial permeability transition pore inhibitors, primary screen, biochemical, isolated mouse mitochondria, absorbance; actives 1.4% (n = 360,000); AID 602449, 2012; Ca2+ swelling absorbance, 30 min; inhibition, % at 10 µM;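 active = inhibition of 50% or more, scaled per plate between neutral and stimulator controls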;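 note: 0% = DMSO wells given calcium and 100% = 1 mM EGTA wells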
* = called active by the depositor; i = inactive; / = no result given.

SMILES	SENP6 inh	GRIN3A LBD mod	HKDC1 inhibitor	SENP7 block	PfG6PD inh	SENP8 block	ATG4B inhibitor	MPTP block
COc1cccc2sc(=NC(=O)CCS(=O)(=O)c3ccc(C)cc3)n(C)c12	-8	-1	9	8	6	-62	-6	0.8
C=CCOn1c(C)c(C(C)=O)c2c3no[n+]([O-])c3ccc21	-10	2	1	-1	7	15	-10	0.8
Nc1nc(NCCO)nc(NC2CCCCC2)c1[N+](=O)[O-]	-36	1	0	-11	4	18	-10	0.1
COCCNC(=O)C(c1cccs1)N(C(=O)Cn1nnc2ccccc21)c1ccc(OC)cc1 (stereo unspecified)	-6	1	-1	-3	11	8	-3	-3.0
CC(C)N(C(=O)[C@H]1CC(CC(=O)NCCC2=CCCCC2)C(=O)N2CCc3c([nH]c4ccccc34)[C@]12C)C(C)C (stereo partly specified)	-28	-3	2	-2	24	12	-5	0.8
CCCCn1c(O)c(/C=C2\C=Nc3ccccc32)c(=O)[nH]c1=O	-9	-5	8	2	7	14	-4	1.0
Cc1ccc(NC(=O)OCCN2CCN(Cc3ccccc3)CCC2=O)cc1	-9	0	-6	-4	-12	19	4	-0.2
Fc1ccc(CNc2ccc(CNc3ncn[nH]3)cc2)cc1	/	1	3	/	-12	7	-1	0.4
O=C(c1ccccc1)[C@@H]1[C@@H]2C(=O)N(c3ccc(F)cc3)C(=O)[C@@H]2C2CCCN21 (stereo partly specified)	-21	1	3	-8	-5	2	-5	4.0
COc1ccccc1OCc1cc(C(=O)N2CC3C[C@@H]4CC2C[C@H](C3)C4)no1	21	1	4	-1	3	15	-4	-1.6
COc1ccc(CCNC(=O)COc2nsnc2N2CCOCC2)cc1OC	1	-1	-2	0	-5	1	-2	0.1
COc1ccccc1-c1nc(C#N)c(N2CCN(C(c3ccccc3)c3ccccc3)CC2)o1	-15	-1	-1	2	-6	-393	5	-0.5
COc1nc(OCCNC(=O)Nc2ccccc2)nc(N(C)C)n1	-3	-3	0	-5	-4	10	-3	2.4
CC(=O)N1CCc2cc(Br)cc(S(=O)(=O)NCc3ccc(Cl)cc3)c21	-15	2	3	-1	8	-1	-10	0.0
CC(=C/C(=O)O)/C=C/c1ccco1	-5	0	-5	-5	12	0	3	-1.8
O=C(Nc1cc2c(oc1=O)CCCC2=O)c1ccc(Cl)cc1	-36	0	10	-4	2	3	14	-0.2
CC1=[N+](C)c2ccc3ccccc3c2C1(C)C	29	-1	11	-4	44	-392	1	1.5
O=C(COc1ccc2ccccc2c1Br)Nn1cnnc1	-9	0	-5	-13	-22	-1	2	-0.9
Cn1ccnc1SCC(=O)Nc1nc2ccccc2s1	-7	4	-12	4	8	-11	-11	1.5
CCOc1ccc2nc(NC(=O)c3cccc(-c4cc5ccccc5oc4=O)c3)sc2c1	/	-3	-1	/	1	-310	-5	-1.6
Cc1cc(Cc2ccc([N+](=O)[O-])cc2)c(C)cn1	3	-2	1	7	-4	2	-4	-0.8
CC(=O)C[C@@H](O)CC(=O)[C@H]1OC(=O)CCCCCCc2ccccc21	18	-2	0	1	-5	26	-1	-0.7
COc1cc(Cl)c(C)cc1NC(=O)CSc1nnc(-c2ccco2)n1CC(C)C	-1	0	13	0	-1	4	32	3.5
CCCSc1nsc(N)n1	14	2	-8	0	3	15	10	-1.1
O=C(c1ccsc1)N1CCCC(N2CCN(c3ccccc3F)CC2)C1 (stereo unspecified)	-7	-1	-3	-3	-2	7	-2	-0.4
C[C@]12C(=O)N(c3ccc(F)cc3)C(=O)N1[C@H]1c3ccccc3OC[C@@H]1[C@H]2c1ccccc1	0	0	5	-2	19	21	-6	2.0
CC(=O)Oc1ccc(C(c2ccc(OC(C)=O)cc2)c2ccccn2)cc1	-14	1	3	3	-8	3	2	1.4
O=C(CSc1nnc(-c2ccccc2F)n1C1CCCCC1)N1CCCC1	0	2	1	-2	-12	7	-11	-0.8
CCOC(=O)c1cc2sccc2n1CC(=O)O	5	1	-2	3	-13	-4	5	-0.3
Cc1cc(C(=O)CN2C(=O)NC(C)(c3ccccc3)C2=O)c(C)n1CC1CCCO1 (stereo unspecified)	-7	-2	-2	7	-15	16	8	6.0
N=c1n(CC(=O)O)c2ccccc2n1Cc1ccccc1Cl	-6	0	1	0	-21	21	-2	-1.1
COc1cc(C=C(c2nc3ccccc3s2)c2nc3ccccc3s2)cc(OC)c1O	13	-1	7	3	20	-138	4	-0.7
CC(=O)Nc1ccc(OCCOc2ccc(/C=C3/C(=N)N4C=CSC4=NC3=O)cc2)cc1	-12	-6	-6	7	7	12	28	0.8
CC(C)Cc1cc(-c2ccco2)c(C#N)c(N)n1	0	1	3	7	7	i	-3	-0.6
O=C(Nc1ccc(Oc2ccccc2)nc1)C1CCN(Cc2cccc(F)c2)CC1	-15	-1	-3	0	-21	1	10	0.5
Cc1cc2nc(C3CCCN(C(=S)Nc4ccccc4C)C3)[nH]c2cc1C (stereo unspecified)	-9	-3	-5	-8	10	20	-1	2.0
CCN(C1CCS(=O)(=O)C1)S(=O)(=O)c1cccc([N+](=O)[O-])c1 (stereo unspecified)	-9	0	-1	-11	-1	0	3	-0.1
COc1ccc(CCN2CC(C(=O)N(C)CCn3nc(C)cc3C)CCC2=O)cc1 (stereo unspecified)	-8	2	2	-2	6	6	14	-0.6
C#CCOCCOCCOCCNc1nc(N2CCOCC2)nc(N2CCN(C(=O)[C@H](CCCCN)n3cc([C@@H](N)C(C)CC)nn3)CC2)n1 (stereo partly specified)	-6	-1	-5	-1	3	9	-6	-2.8
O=C(NC(=O)c1ccccc1Cl)C(=O)Nc1ccc(Cl)cc1	5	-2	-3	9	-6	-11	-7	-0.3
CCC1(c2ccccc2)NC(=O)N(CC(=O)NNC(=O)c2ccoc2C)C1=O (stereo unspecified)	-2	2	-4	6	3	15	2	-3.1
COc1ccc(C)cc1-n1nnnc1SCc1cc(=O)n2cc(C)ccc2n1	11	1	1	8	0	i	-10	52*
O=C(NCCNC(=O)c1ccc(Cl)cc1Cl)c1ccccn1	-16	1	-6	5	5	4	-12	2.1
CC(=O)Nc1c(C)ccc2nsnc12	-15	0	-4	1	8	-7	0	-0.7
COCc1nnc(NC(=O)c2ccc(S(=O)(=O)N(C)C3CCCCC3)cc2)o1	-2	-2	0	7	-45	4	-11	-2.7
COc1cccc(C2=N/C(=C\N(C)C)C(=O)O2)c1	4	0	-3	-2	-11	7	-7	-1.7
N#CC1(Nc2ccc(-c3ccc(Cl)cc3)cc2)CCCC1	/	20*	0	/	16	-32	0	0.2
C=CCSC1=NN2CCS(=O)(=O)N=C2S1	-8	2	-5	7	10	1	-1	-0.8
Cc1ccc(CN(C)C(=O)c2cccc(S(=O)(=O)N3CCc4ccccc43)c2)cc1	13	-1	-2	-2	1	6	-5	1.6
CCOC(=O)C1CCN(C(=O)Nc2ccc3nc(C)c(C)nc3c2)CC1	5	-1	-2	5	-9	-406	-3	-0.6
Cc1nn(-c2ccc(N3CCOCC3)nn2)c(C)c1CCC(=O)Nc1ccccc1	-4	1	0	9	10	-8	-11	-2.0
Cc1cc(C)n(-c2nnc3n2N=C(c2ccccc2)CS3)n1	11	2	-1	4	-4	14	-3	5.7
O=C(NCc1ccccc1)c1cccc(F)c1F	-19	-2	-11	-7	12	10	-4	1.3
O=C(Nc1ccccc1)c1cccc(N2C(=O)C3C4C=CC(C4)C3C2=O)c1 (stereo unspecified)	-19	1	-3	5	-7	2	2	0.0
CC(C#Cc1c([C@@H](C)Oc2ccccc2)nnn1Cc1ccccc1)Oc1ccccc1 (stereo partly specified)	4	-1	1	2	16	12	-4	3.5
O=C(O)C(Oc1ccc2c(-c3ccccc3)cc(=O)oc2c1)c1ccccc1 (stereo unspecified)	-11	1	-5	3	-34	-20	6	1.5
CCC1CCCCN1C(=S)NC(=O)c1ccc(F)c(S(=O)(=O)N2CCOCC2)c1 (stereo unspecified)	-7	-4	-13	0	22	16	-9	0.6
Cc1ccc(S(=O)(=O)N(CC(=O)N/N=C/c2ccco2)c2cc(Cl)cc(Cl)c2)cc1	-5	-3	5	3	-5	11	25	7.7
c1ccc(C2=NN(c3ccccc3)C(c3ccco3)C2)cc1 (stereo unspecified)	21	-3	-5	9	18	-389	3	3.3
CCn1c(CCC(=O)Nc2cc(F)ccc2C)nc2cc(S(=O)(=O)N(C)C)ccc21	-9	1	-7	2	4	-7	0	1.6

Entries shown so far that contain a thiophene ring, fused or not:
SMILES	SENP6 inh	GRIN3A LBD mod	HKDC1 inhibitor	SENP7 block	PfG6PD inh	SENP8 block	ATG4B inhibitor	MPTP block
COCCNC(=O)C(c1cccs1)N(C(=O)Cn1nnc2ccccc21)c1ccc(OC)cc1 (stereo unspecified)	-6	1	-1	-3	11	8	-3	-3.0
O=C(c1ccsc1)N1CCCC(N2CCN(c3ccccc3F)CC2)C1 (stereo unspecified)	-7	-1	-3	-3	-2	7	-2	-0.4
CCOC(=O)c1cc2sccc2n1CC(=O)O	5	1	-2	3	-13	-4	5	-0.3

Given bar-delimited: 2 of the compounds above.
Compound | SENP6 inh | GRIN3A LBD mod | HKDC1 inhibitor | SENP7 block | PfG6PD inh | SENP8 block | ATG4B inhibitor | MPTP block
O=C(O)C(Oc1ccc2c(-c3ccccc3)cc(=O)oc2c1)c1ccccc1 (stereo unspecified) | -11 | 1 | -5 | 3 | -34 | -20 | 6 | 1.5
COCCNC(=O)C(c1cccs1)N(C(=O)Cn1nnc2ccccc21)c1ccc(OC)cc1 (stereo unspecified) | -6 | 1 | -1 | -3 | 11 | 8 | -3 | -3.0

Carrying on.
SMILES	SENP6 inh	GRIN3A LBD mod	HKDC1 inhibitor	SENP7 block	PfG6PD inh	SENP8 block	ATG4B inhibitor	MPTP block
CSc1ccc(/C=C/C(=O)c2ccc(O)cc2)cc1	81*	11*	-4	34	-7	-173	-12	14
O=C(c1cc2ccccc2oc1=O)N(Cc1ccccc1F)C1CCS(=O)(=O)C1 (stereo unspecified)	20	1	-2	0	28	-25	-1	-2.4
Cc1ccc(C)c(OCC(O)CN2CCC(CN3C(=O)c4cccc5cccc(c45)C3=O)CC2)c1 (stereo unspecified)	2	-4	-8	3	-11	-138	-34	100*
CCN(CC)S(=O)(=O)c1cccc(-c2nnc(SCC(=O)NCCC3=CCCCC3)n2N)c1	-14	2	6	4	4	12	-14	-2.5
CC(NC(=O)[C@H](C)NC(=O)[C@@H]1CSC2c3ccccc3C(=O)N21)c1ccccc1 (stereo partly specified)	16	-1	-5	-3	-3	18	-11	-1.3
Cc1ccnc(NCc2cccc3ccccc23)c1	-5	6	4	12	23	1	20	0.0
Cc1ccccc1C(OCCN(C(C)C)C(C)C)c1ccccc1 (stereo unspecified)	-4	0	3	7	-8	38	31	1.1
Cc1cc(C(=O)NCC(C)C)c2ccccc2n1	-16	2	-4	0	-1	17	-7	-1.0
CCCn1c(=O)c2[nH]c(C3CCCC3)nc2n(CCC)c1=O	-6	-5	-5	5	7	7	-2	-1.3
COc1cccc(C=NCCNC(=O)c2nonc2N)c1O	6	-1	0	5	12	6	4	-0.5
Cc1ccc(S(=O)(=O)N/N=C\c2cc3c(cc2[N+](=O)[O-])OCO3)cc1	-19	-4	12	8	36	9	3	-0.7
O=C(CCN1C(=O)C2CCCCC2C1=O)NNC(=O)c1cccc(Cl)c1 (stereo unspecified)	-10	1	6	-4	-2	17	-1	0.5
O=C(/C=C/c1cccc(O)c1)c1ccc(N2CCOCC2)cc1	78*	-2	0	74*	10	-18	-9	4.8
